HCV core dimer: inhibitors of HCV core protein dimerization, primary screen, biochemical, TR-FRET, high-throughput. AID 1899, 2009. TR-FRET GST/Flag-core106 dimerization, 1536-well. inhibition, % at 5 µM. 0.33% of 300,000 active;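 active = inhibition above the mean of all tested compounds plus 3 SD, set per screening campaign, cut at about 45% in these data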
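Material: GST/Flag-tagged HCV core106 proteins. Incubation: 4 h, 22.5 °C incubation. Read-out basis: inhibition (%) from 671 over 617 nm ratio. Measured by: TR-FRET, excitation 340 nm, emission 617 and 671 nm.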
TPT1 inh: Candida albicans TPT1 enzyme inhibitors, primary screen, biochemical, fluorescence polarization; AID 1962, 2009; 0.81% of 300,000 active; recombinant caTPT1, FP RNA substrate dephosphorylation; tRNA 2'-phosphotransferase TPT1 (Candida albicans SC5314); inhibition, % at 5 µM;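 active = inhibition above the mean of all tested compounds plus 3 SD, set per screening campaign, cut at about 24% in these data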;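 note: plate controls were DMSO alone for no effect and ferristatin control at 100 nM for full effect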
ZTA counter: counter-screen for EBNA-1 inhibitors: inhibitors of Epstein-Barr virus ZTA; P03206; ZTA-DNA binding, fluorescence polarization; inhibition, % at 11 µM; 0.15% of 320,000 active; AID 2234; in the data active = inhibition above about 33%
Target sequence (P03206 whole entry, looked up): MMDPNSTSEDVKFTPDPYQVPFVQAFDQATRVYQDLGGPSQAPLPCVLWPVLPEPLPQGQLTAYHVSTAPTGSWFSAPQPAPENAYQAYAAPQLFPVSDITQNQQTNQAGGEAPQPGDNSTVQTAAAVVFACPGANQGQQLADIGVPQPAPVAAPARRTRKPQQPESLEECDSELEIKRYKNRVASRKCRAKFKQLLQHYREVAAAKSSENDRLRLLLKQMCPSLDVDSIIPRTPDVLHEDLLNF
PP1 counter: PP1-alpha phosphatase inhibitors, primary screen, counter-screen for PP5 inhibitor project, biochemical, fluorescence, OMFP substrate, single point; Serine/threonine-protein phosphatase PP1-alpha catalytic subunit (Homo sapiens), P62136; purified PP1alpha; inhibition, % at 6.7 µM; 0.9% of 320,000 active; AID 2235, 2010;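 active = inhibition above the mean inhibition of all tested compounds plus 3 SD, computed separately for each screening campaign, cut at about 15% in these data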
EBNA-1 inhibitor: EBNA-1 DNA-binding inhibitors, primary screen, biochemical, fluorescence polarization; 0.34% of 300,000 active; inhibition, % at 14.8 µM; in the data active = inhibition above about 28%
PREPL inhibitor: PREPL enzyme inhibitors, primary screen, biochemical, fluorescence polarization; recombinant PREPL, fluorescence polarization activity-based probe; AID 2751, 2010; 0.68% of 320,000 active; inhibition, % at 5.96 µM; Prolyl endopeptidase-like (Homo sapiens), Q4J6C6; in the data active = inhibition above about 43%;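 note: 0% = enzyme with DMSO and 100% = wells lacking enzyme; many of its hits are not listed in these tables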
PP5 inh: PP5 phosphatase inhibitors, primary screen, biochemical, fluorescence; Serine/threonine-protein phosphatase 5 (Homo sapiens), P53041; inhibition, % at 6.7 µM; AID 1987, 2009; purified PP5c, OMFP substrate fluorescence; 0.18% of 320,000 active;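 active = inhibition above the campaign's mean inhibition across all tested compounds plus 3 SD, cut at about 9.5% in these data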;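 note: 0% = DMSO only and 100% = 100 µM cantharidin control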
Target sequence (P53041 whole entry, looked up): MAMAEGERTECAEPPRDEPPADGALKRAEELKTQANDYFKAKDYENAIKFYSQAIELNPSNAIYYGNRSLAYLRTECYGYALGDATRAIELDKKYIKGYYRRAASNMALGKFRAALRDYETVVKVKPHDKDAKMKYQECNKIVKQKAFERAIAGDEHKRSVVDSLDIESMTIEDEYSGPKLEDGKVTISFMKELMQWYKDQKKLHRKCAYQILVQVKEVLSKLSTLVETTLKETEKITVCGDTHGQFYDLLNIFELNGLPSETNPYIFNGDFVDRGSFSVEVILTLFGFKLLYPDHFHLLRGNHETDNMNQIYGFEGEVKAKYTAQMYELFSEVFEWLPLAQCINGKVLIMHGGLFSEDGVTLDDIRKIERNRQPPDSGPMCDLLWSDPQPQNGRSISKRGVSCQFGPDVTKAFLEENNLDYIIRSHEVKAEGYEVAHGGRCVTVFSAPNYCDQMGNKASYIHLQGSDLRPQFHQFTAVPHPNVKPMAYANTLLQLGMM
Efflux pump mplx: inhibitors of Candida efflux pumps in yeast, primary screen, S. cerevisiae, Nile Red, multiplex. S. cerevisiae Candida pump triplex. inhibition, % at 10 µM. 0.44% of 330,000 active;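 active = plate passing quality check with inhibition over a set limit, or well fluorescence over plate mean plus 4 SD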;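 note: Nile Red retained in pooled yeast measured as flow cytometry median fluorescence; 0% = buffer negative control and 100% = Enniatin B positive control; higher means more Nile Red kept so more efflux inhibition; some compounds called inactive have numbers as strong as hits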
CTSL1 counter: Fasciola hepatica cathepsin L1 inhibitors, primary screen, counter-screen for PFM18AAP inhibitor project, biochemical, QFRET, fluorogenic peptide substrate; AID 1906, 2009; 0.49% of 300,000 active; inhibition, % at 5.96 µM; recombinant F. hepatica cathepsin L1, Z-Leu-Arg-MCA fluorescence;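 active = inhibition above the mean of all tested compounds plus 3 SD, set per screening campaign, cut at about 17% in these data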;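 note: 0% = plate median of test compound wells and 100% = 1 µM Z-Phe-Ala-diazomethylketone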
Active calls of the source: *; x = not tested or not shown. Not all compounds are listed. The share of hits here may be higher or lower than overall.

Sequence of screens: TPT1 inh, Efflux pump mplx, PP1 counter, CTSL1 counter, EBNA-1 inhibitor, PREPL inhibitor, ZTA counter, HCV core dimer, PP5 inh
> O=S(=O)(CCSc1ccccn1)c1nc2ccccc2s1
  0.3, 0.2, -1.0, 6.6, 3.7, 4.7, 5.5, 0.7, 7.9
> CCN1C(=O)/C(=C\N2CCCCCC2)SC1=S
  9.7, 0.0, 5.2, 0.2, -0.8, 4.3, 7.6, -1.3, 3.9
> COc1ccc(CN(C)C(=S)Nc2ccc(Cl)cc2)cc1
  -1.8, -0.1, 3.2, -3.3, -5.4, -20.1, 0.8, 3.1, 3.1
> CCc1ccc[n+](-c2nc3ccccc3nc2C(=C=[N-])C#N)c1
  -14.1, 0.0, -1.4, 3.0, -7.8, -0.2, -18.8, -6.4, 1.5
> COc1cccc(NC(=O)N2CCCC2C(=O)Nc2ccc3c(c2)OCO3)c1 (stereo not given)
  -4.5, 0.1, -1.9, -0.1, -1.0, -1.9, 1.5, 0.6, 1.3
> COc1cccc(C(=O)Nc2cc(NC(=O)c3cccs3)ccc2C)c1OC
  -0.6, 0.2, 0.5, 1.4, -2.3, -5.4, -13.9, 9.3, 1.9
> Cc1nc2ccccc2c(=O)n1CCCO
  -1.9, 0.0, -1.4, -1.3, 9.6, -5.8, 9.5, -0.7, 0.0
> CCOc1ccc(C(=O)O/N=C(\N)c2ccc([N+](=O)[O-])cc2)cc1OCC
  3.2, 0.3, -0.1, 2.5, 1.3, 11.4, -4.1, -2.5, -1.1
> CCC(=O)N1CCc2cc(S(=O)(=O)NCCN3CCC(C)CC3)ccc21
  -3.9, -0.1, -3.1, -1.7, 6.0, 8.5, -2.2, -1.2, -2.0
> CCCCCc1cccnc1
  -1.9, -0.2, -0.9, -0.2, 0.8, 14.8, 0.4, -1.7, -1.7
> CCOC(=O)c1c2n(c3c(NCc4ccccc4)ncnc13)CCCC2
  3.0, -0.1, 5.0, 4.2, -10.2, 15.8, -3.7, 6.1, -5.0
> COc1ccc(NC(=O)CN2CCC(C(=O)c3ccc(F)cc3)CC2)c(OC)c1
  -0.6, 0.2, -1.8, 1.5, 9.3, 12.1, 7.0, 8.5, 1.9
> Cc1cn2c(=O)c(C(=O)N3CCN(c4ccccc4F)CC3)cnc2s1
  -3.8, -0.5, -3.8, 2.5, 14.8, 10.9, 4.7, 1.0, -0.7
> CC(Oc1ccc(Cl)cc1Cl)C(=O)Nc1cccc(O)c1 (stereo not given)
  2.8, 0.1, 1.4, 4.9, 6.8, -19.4, 9.1, -1.5, 1.8
> CCN(C(=O)COC(=O)c1cccnc1Nc1cccc(C(F)(F)F)c1)C1CCS(=O)(=O)C1 (stereo not given)
  -4.1, -0.4, 3.0, 1.0, -5.1, 7.6, -20.3, -7.8, 6.9
> O=c1nc2n(c3sc4c(c13)CCCC4)C(CBr)CS2 (stereo not given)
  -3.0, -0.2, -1.1, -1.1, -9.2, 14.8, 3.6, 1.9, 1.2
> COCCN(CCOC)c1cc(C)c(C#N)c2nc3ccccc3n12
  -2.1, 0.0, -3.7, -1.7, -11.9, 5.9, -10.9, 4.2, 3.0
> COCCNc1nc(-c2cc(C(=O)Nc3ccccc3)on2)cc(C(C)C)n1
  0.2, -0.2, 8.7, 0.7, 6.5, 2.9, -11.4, -4.9, 2.5
> Cc1[nH]c2ccccc2c1C(=O)C(C)OC(=O)C1CCC1 (stereo not given)
  2.7, 0.2, 28.4*, -0.9, 1.1, -3.6, 1.8, -3.5, 4.7
> Cc1ccccc1NC(=O)CCCN1C(=O)C2CC=CCC2C1=O (stereo not given)
  -0.2, 0.0, -0.4, 0.4, -0.7, -3.1, -2.2, -7.7, -0.1
> CC1(C)CC(=O)C2=C(C1)OC1=C(C(=O)CC(C)(C)C1)C2(C)C
  -3.1, 0.0, -3.7, -2.0, 0.2, -2.9, 18.2, 2.5, 0.2
> N#CC1=C(N)NC(SCc2ccccc2)=C(C#N)C12CCCC2
  1.1, 3.9, 3.1, 1.9, -11.4, 11.6, 6.7, 4.6, 4.9
> Cc1ccc(S(=O)(=O)c2c[nH]c3cc4c(cc3c2=O)OCO4)cc1
  4.0, 0.1, -4.6, 1.6, -7.4, 16.4, 1.0, 0.1, 4.8
> Cc1c(C(=O)N2CCN(C(=O)c3ccccc3)CC2)oc2ccc(F)cc12
  x, 0.1, -4.6, x, x, 3.0, 11.2, x, 0.4
> O=C(Nc1ccon1)C12CC3CC(C1)CC(n1cnc([N+](=O)[O-])n1)(C3)C2
  0.7, -0.1, -7.6, 2.2, 4.6, -2.4, -7.1, 8.6, 0.2
> O=C(NC1CCCCC1)N1CCN(c2ccc([N+](=O)[O-])cc2)CC1
  2.5, 0.1, 0.0, 2.0, -0.5, 19.9, 5.8, 10.6, 2.2
> CCN1CCCc2cc(CN(CCN3CCOCC3)C(=S)Nc3ccccc3C)ccc21
  1.8, 0.1, -1.7, -1.5, -3.3, 4.9, -4.3, -0.6, -1.0
> Cc1cc(C)n(-c2cccc3cccnc23)n1
  -1.4, 0.0, -7.4, -2.2, 10.1, -2.6, 6.8, 2.1, 0.1
> Cc1ccc(C)c(OCC(=O)Nc2ccc(S(=O)(=O)Nc3onc(C)c3C)cc2)c1
  -6.9, 0.1, 0.1, -3.6, -2.5, 3.4, -10.9, 3.7, 3.5
> COc1cc(S(=O)(=O)N2CCN(C)CC2)c(OC)cc1Cl
  0.0, 0.3, 5.0, -3.1, -10.7, 8.4, -8.1, -1.4, 2.4

Sequence of screens: TPT1 inh, Efflux pump mplx, PP1 counter, CTSL1 counter, EBNA-1 inhibitor, PREPL inhibitor, ZTA counter, HCV core dimer, PP5 inh
> CSc1ccc(N2C(=O)NC3(CCCCC3)C2=O)cc1
  1.2, 0.0, -3.1, -2.4, 6.8, -4.4, 8.6, -3.7, -0.6
> Cc1cnc(CN(C)Cc2c(C(=O)N3CCc4ccccc4C3)nc3ccc(Cl)cn23)[nH]1
  3.9, 0.2, -2.7, 1.4, -21.6, 32.3, -13.9, 9.2, -1.5
> Cc1nc(C)c(C(=O)Nc2ccccc2-c2ccccc2)o1
  -0.6, 0.0, -3.1, 1.5, -8.3, 6.4, -10.2, 2.1, -0.8
> CN1C(C(=O)Nc2ccc(OC(F)(F)F)cc2)=CC(c2ccc3c(c2)OCO3)=NS1(=O)=O
  1.9, -0.1, 0.8, 2.7, -1.5, 6.0, 26.4, 10.4, 1.6
> CCC(CC)C(=O)c1c[nH]c(C(=O)NCCCN2CCOCC2)c1
  -3.5, -0.1, -1.6, -1.9, 4.7, 1.4, -9.0, 3.2, 3.6
> CN1/C(=C\C(=O)Nc2ccc(F)cc2)C(C)(C)c2ccccc21
  -2.7, -0.1, 3.8, 4.7, -9.3, 24.5, -15.3, -8.3, 4.4
> COc1cc(OC)c2c(-c3ccccc3)cc(=O)oc2c1C(CCN1CCCC1)c1ccc2c(c1)OCO2 (stereo not given)
  -3.5, -0.1, 3.7, -0.7, 2.4, 17.2, 2.5, -11.4, 1.9
> CN1CCN(c2ccccc2NC(=O)c2ccc(N3CCCCC3)c([N+](=O)[O-])c2)CC1
  -1.3, 0.0, 1.3, -6.2, 3.5, 21.4, -0.7, 0.0, 1.2
> O=C(CNC(=O)c1ccc(N2C(=O)c3ccccc3C2=O)cc1)OCC(=O)c1cccc2ccccc12
  -2.5, -0.2, 0.8, 0.2, 16.6, 1.1, 4.0, 2.2, 3.9
> CCS(=O)(=O)NCC(c1ccco1)N1CCN(c2ccccc2F)CC1 (stereo not given)
  -1.9, 0.0, 0.6, -1.2, -13.6, 3.0, -12.1, -2.1, 3.5
> CC(Oc1ccc(Cl)cc1Cl)C(=O)NCCCn1ccnc1 (stereo not given)
  -0.7, 0.1, -0.2, -0.1, 10.4, -24.9, 14.4, 0.5, 0.4
> CCn1c(SCC(=O)NCc2cccs2)nnc1-c1ccco1
  -5.2, -0.1, -2.3, 3.6, -1.2, 5.8, 4.1, -4.0, -0.8
> N#C/C(=C(/O)COC(=O)c1ccc(Cl)c(S(=O)(=O)N2CCOCC2)c1)c1nc2ccccc2[nH]1
  7.6, -0.2, 5.4, 0.2, -3.1, 18.9, 4.8, 13.8, -2.3
> COc1ccccc1N(CC(=O)NCCc1ccccc1)C(=O)CCC(=O)Nc1ccccn1
  -4.7, 0.1, -1.9, 6.4, -6.3, 14.1, -7.2, -2.6, 2.1
> CC1CN(CC(O)COc2ccc(C#N)cc2)CCN1CC(O)COc1ccc(C#N)cc1 (stereo not given)
  1.2, 0.0, -3.4, -4.7, 1.9, -4.0, 4.4, 6.1, 0.2
> O=C(Cn1cnc([N+](=O)[O-])c1)Nc1ccccc1C(F)(F)F
  -0.8, -0.2, -5.3, -0.1, 9.8, -4.9, 13.4, 3.4, -0.9
> CC(C)N1CCc2c(sc(NC(=O)c3ccc([N+](=O)[O-])o3)c2C(N)=O)C1
  0.7, 0.1, -1.2, 13.4, 3.4, -0.6, -5.5, 0.9, 3.4
> NC(=S)Nc1nccc(-c2cccs2)n1
  -3.2, -0.1, 1.0, 2.6, 9.5, -0.5, -10.9, -2.0, 2.6
> CCCCNC(=O)CSc1nc2cc3c(cc2c(=O)n1Cc1ccco1)OCO3
  -2.1, 0.1, -3.7, 2.2, -8.0, -6.5, -26.7, -0.9, 4.1
> Cn1c(=O)cc(Nc2ccccc2)c2c(=O)n(-c3ccccc3)c(=O)n(-c3ccccc3)c21
  -0.6, 0.3, -1.5, 6.4, -1.9, 3.9, -2.5, 4.7, 0.1
> COc1ccc(OCc2cccc(C(=O)O)c2)cc1
  -2.5, 0.0, -3.9, -0.8, 2.3, -5.0, -1.9, -1.1, 1.8
> CCOC(=O)[C@H](CCc1ccccc1)N[C@@H](C)C(=O)N1CCC[C@@H]1C(=O)O
  -4.2, -0.1, 0.9, -0.2, -2.2, -10.3, -8.2, 6.0, -0.3
> CCC(C)(C)NC(=O)COc1ccc(OCc2ccccc2)cc1
  -2.7, 0.0, -3.0, 4.5, 2.2, 5.2, 16.6, 1.7, 3.8
> CCCN(Cc1cc2cc(C)ccc2[nH]c1=O)S(C)(=O)=O
  2.5, 0.6, -3.6, 5.2, -10.7, 1.8, 21.3, -1.9, 3.4

From PubChem BioAssay
